C-LANA FP: blocks KSHV LANA C-terminal domain binding to DNA; inhibition, % at 9 µM; 340,000 tested, 0.078% active; AID 504423; MBP-C-LANA/FAM-LBS DNA binding, fluorescence polarization;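 active = highest replicate inhibition at or above 60% at 9 µM, even if other replicates fall short; inactive = all replicates below 60% inhibition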;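 note: 0% = neutral control wells and 100% = 4 µM acridine orange control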
HTR5A inv ctr: inverse agonist of human HTR5A in OPRM1-OPRD1 counter-screen. HTR5A cell line, luminescence, inverse agonism. inhibition, % at 9.3 µM. P47898. 340,000 tested, 0.083% active; in the data active = inhibition mostly above about 23%, no sharp cut-off; inactive = mostly below about 18%;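 note: 0% = cells with DMSO and 100% = no-cell wells with DMSO; some compounds called inactive have numbers as strong as hits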
Target sequence (P47898 whole entry, looked up): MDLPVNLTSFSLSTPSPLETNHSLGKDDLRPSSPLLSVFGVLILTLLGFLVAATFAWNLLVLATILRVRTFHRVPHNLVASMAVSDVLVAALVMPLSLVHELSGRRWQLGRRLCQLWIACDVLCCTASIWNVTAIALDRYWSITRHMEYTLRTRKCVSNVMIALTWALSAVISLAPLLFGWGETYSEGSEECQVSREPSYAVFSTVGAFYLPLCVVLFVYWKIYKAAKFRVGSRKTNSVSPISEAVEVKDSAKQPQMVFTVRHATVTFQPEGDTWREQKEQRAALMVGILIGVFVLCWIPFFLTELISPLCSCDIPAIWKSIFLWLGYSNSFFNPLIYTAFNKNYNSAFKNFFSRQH
MOR-DOR ag: agonists of human mu-delta opioid receptor heterodimerization; 340,000 tested, 0.3% active; cells, OPRM1-OPRD1 heterodimerization, luminescence; activation, % at 9.3 µM; P35372+P41143; in the data active = activation above about 18%;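 note: 0% = vehicle-treated cells and 100% = reference agonist; values of inactives mirror those of a sister screen read the other way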
Keap1-Nrf2 PPI: disrupts human Keap1 binding to Nrf2 peptide; inhibition, % at 9.4 µM; Keap1 Kelch-Nrf2 peptide fluorescence polarization, 1536-well; 340,000 tested, 0.15% active; in the data active = inhibition above about 12%;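 note: human Keap1 Kelch domain with fluorescein labeled Nrf2 9mer peptide probe; 0% = neutral control wells and 100% = peptide positive control; higher means more block of Keap1 binding to Nrf2 peptide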
Target sequence (Q14145 whole entry, looked up, the tested form may be a part): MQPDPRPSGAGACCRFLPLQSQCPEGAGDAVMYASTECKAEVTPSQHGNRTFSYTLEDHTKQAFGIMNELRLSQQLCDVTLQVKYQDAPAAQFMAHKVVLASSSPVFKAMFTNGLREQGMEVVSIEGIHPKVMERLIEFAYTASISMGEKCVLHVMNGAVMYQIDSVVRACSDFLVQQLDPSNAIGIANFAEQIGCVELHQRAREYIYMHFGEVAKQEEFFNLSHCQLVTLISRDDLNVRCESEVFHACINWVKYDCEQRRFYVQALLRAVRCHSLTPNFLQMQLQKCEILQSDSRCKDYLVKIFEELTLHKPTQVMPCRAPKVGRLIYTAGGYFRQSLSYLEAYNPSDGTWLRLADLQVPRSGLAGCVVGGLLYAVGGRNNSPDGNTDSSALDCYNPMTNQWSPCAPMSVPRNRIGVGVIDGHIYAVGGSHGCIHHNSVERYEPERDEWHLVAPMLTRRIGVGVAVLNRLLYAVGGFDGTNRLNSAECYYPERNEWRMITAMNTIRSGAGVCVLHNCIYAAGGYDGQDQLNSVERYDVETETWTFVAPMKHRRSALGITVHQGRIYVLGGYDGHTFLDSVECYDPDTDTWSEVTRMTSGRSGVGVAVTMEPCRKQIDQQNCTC
Cardiac RTF inh: cardiac RTF calcium desensitization; 340,000 tested, 0.12% active; inhibition, % at 7.15 µM; P19429+P45379; IANBD-labeled cardiac RTF, Ca2+ fluorescence;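 active = inhibition above the mean inhibition of all tested compounds plus 3 SD, cut at about 17% in these data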;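 note: assay run at fixed EC70 calcium of 1.6 mM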
cardiac RTF act: cardiac RTF calcium sensitization; IANBD-labeled TnC RTF fluorescence at EC20 calcium; 0% EC20 calcium, 100% full calcium; activation, % at 7.2 µM; 340,000 tested, 0.24% active;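 active = activation above the mean over all tested compounds plus 3 SD, cut at about 30% in these data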;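 note: rise in fluorescence read as greater calcium sensitivity of cardiac thin filaments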
MOR-DOR inv ag: inverse agonists of human mu-delta opioid receptor heterodimerization | P35372+P41143 | cell-based MOR-DOR heterodimer luminescence, inverse agonism | inhibition, % at 9.3 µM | 340,000 tested, 0.21% active; in the data active = inhibition above about 22%, passing the limit was not always enough;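 note: 0% = cells with DMSO and 100% = wells without cells with DMSO; values of inactives mirror those of a sister screen read the other way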
HTR5A ag ctr: activates human HTR5A in OPRM1-OPRD1 agonist counter-screen. AID 504692. P47898. HTR5A agonist assay, luminescence, cell-based. 340,000 tested, 0.61% active. activation, % at 9.3 µM; in the data active = activation mostly above about 9.5%, no sharp cut-off; inactive = mostly below about 7.6%;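 note: 0% = cells with vehicle only and 100% = reference agonist; strong numbers were not always called active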
CAL-PDZ inh HTS: blocks peptide binding to the human CAL PDZ domain; purified CAL PDZ, TMR-peptide fluorescence polarization, 1 h; 300,000 tested, 0.92% active; Q9HD26; inhibition, % at 24.9 µM;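 active = mean inhibition of at least 30% with at least half of replicates also reaching 30%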;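 note: 0% = DMSO neutral control and 100% = excess unlabeled competitor peptide PRC23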
V-ATPase pHluor: alters yeast V-ATPase proton transport; AID 504577; S. cerevisiae, pHLuorin cytosolic pH fluorescence; 350,000 tested, 0.37% active; response, % at 10 µM; in the data active = response mostly above about 7.3%, no sharp cut-off; inactive = mostly below about 5.4%; note: actives read high; inactives centre near 0; some compounds called inactive have numbers as strong as hits; reference of the scale not given here
* hit, by the source's call; · = no result given.

Short forms – A = C-LANA FP; B = HTR5A inv ctr; C = MOR-DOR ag; D = Keap1-Nrf2 PPI; E = Cardiac RTF inh; F = cardiac RTF act; G = MOR-DOR inv ag; H = HTR5A ag ctr; I = CAL-PDZ inh HTS; J = V-ATPase pHluor
Cc1nn(C(=O)CNS(=O)(=O)c2ccccc2)c(C)c1Sc1ccc(Cl)cc1
  A = -0.1	B = -4.2	C = 3.6	D = -3.8	E = -10.9	F = 4.5	G = -21.8	H = 1.6	I = -3.2	J = -0.6

CC(C)Oc1ccc(C(=O)NC2CCN(Cc3ccccc3)CC2)cc1
  A = -1.6	B = -26.9	C = -3.0	D = 2.7	E = -5.2	F = -1.5	G = 13.8	H = 7.6	I = -1.6	J = 7.3

CCC(C)SCC(=O)Nc1ccc(S(=O)(=O)N2CCOCC2)cc1OC (configuration not stated)
  A = 0.8	B = 12.2	C = -2.2	D = -0.1	E = 0.9	F = 2.3	G = 11.7	H = -4.5	I = -0.8	J = 1.3

Cc1nc(-c2ccccc2)sc1-c1n[nH]c(=S)n1C
  A = -0.1	B = 12.8	C = -2.9	D = -1.8	E = -8.9	F = -2.3	G = 14.8	H = -0.4	I = 0.9	J = 0.0

O=C(CCCn1c(SCC(=O)Nc2ccccc2Cl)nc2ccccc2c1=O)NCC1CCCO1 (configuration not stated)
  A = 3.6	B = -2.3	C = -2.7	D = -2.2	E = -6.3	F = 0.7	G = 13.9	H = 7.1	I = 2.7	J = -1.8

Cc1ccc2ccc(S(=O)(=O)NCc3ccccn3)cc2c1
  A = -0.1	B = -26.4	C = 0.3	D = -0.3	E = 6.0	F = -3.2	G = -1.7	H = 9.3	I = -0.9	J = 2.1

CCC(=O)Nc1nc(-c2ccccc2)ns1
  A = 0.1	B = -1.2	C = 1.1	D = -4.3	E = -2.9	F = 4.5	G = -5.2	H = 0.6	I = -4.4	J = 1.4

Cc1ccc(SCC(=O)c2ccc[nH]2)cc1
  A = -0.3	B = -5.5	C = 1.9	D = -1.5	E = -2.7	F = -0.7	G = -8.9	H = 2.2	I = 2.2	J = -0.4

CC(C)NC(=O)Nc1ccc2c(c1)C(=O)N([C@H](C)CO)C[C@H](C)[C@@H](CN(C)S(C)(=O)=O)O2
  A = -1.9	B = 6.1	C = -1.8	D = -5.6	E = -3.0	F = -0.2	G = 10.1	H = 7.8	I = -1.0	J = 0.1

CCOC(=O)c1c(C)c(C(=O)N(C)C2CCCCC2)c(C)n1C
  A = -1.7	B = 11.7	C = -0.3	D = -2.0	E = -1.7	F = 2.0	G = 1.9	H = 0.0	I = 1.7	J = 2.1

CCCCSc1[nH]c(=O)c(C(=O)OCC)cc1C#N
  A = -0.5	B = 29.9	C = -1.6	D = -6.9	E = -0.3	F = -2.0	G = 7.6	H = -12.6	I = -15.5	J = -0.2

Cc1cccc2sc(NC(=O)CSc3cn[nH]n3)nc12
  A = -3.0	B = 0.0	C = -0.1	D = -4.0	E = -5.8	F = -3.1	G = 0.7	H = 4.7	I = -4.7	J = 5.5

COc1ccc(Nc2cc(C(=O)NCCCN3CCOCC3)c3ccccc3n2)cc1
  A = -0.4	B = -12.4	C = -2.9	D = 2.5	E = -4.0	F = 1.6	G = 14.7	H = -3.9	I = 1.8	J = 0.1

CC(=O)c1ccc(N2CCN(C(=O)c3ccc4nc[nH]c4c3)CC2)cc1
  A = -0.9	B = -10.2	C = -1.2	D = -8.0	E = 2.2	F = 3.4	G = 6.1	H = 2.9	I = -3.3	J = 0.5

O=C(Nc1ccc(OC(F)(F)F)cc1)NC1CCC(Oc2ccc(C(=O)O)cc2)CC1 (configuration not stated)
  A = 2.3	B = -8.4	C = -2.6	D = 0.2	E = 3.6	F = -4.2	G = 11.9	H = 3.5	I = -3.5	J = 1.1

O=C(C1CCC(Cn2c(=O)[nH]c3ccccc3c2=O)CC1)N1CCN(c2ccccc2)CC1 (configuration not stated)
  A = -0.7	B = -21.7	C = -0.1	D = -2.2	E = -11.6	F = -3.0	G = 0.8	H = 7.4	I = ·	J = 1.5

CC1CN(c2ccc(NS(=O)(=O)c3ccccc3)cc2C(=O)O)CC(C)O1 (configuration not stated)
  A = -0.3	B = 5.2	C = 0.5	D = -6.8	E = -6.9	F = 15.8	G = -2.3	H = -2.0	I = -0.1	J = 0.6

CCN(CC)C(=O)CSc1nc2ccccc2c(=O)n1CC1CCCCC1
  A = -0.3	B = -1.5	C = 5.2	D = -5.8	E = 6.5	F = 5.5	G = -29.3	H = 0.6	I = -3.8	J = 10.1

O=C(Nc1cccnc1)c1cccc([N+](=O)[O-])c1
  A = 1.8	B = 4.0	C = -2.9	D = -7.3	E = -5.6	F = 1.1	G = 14.6	H = -1.1	I = -3.3	J = 0.7

NC(=S)N/N=C/c1ccccc1OCCSc1ccc(Cl)cc1
  A = 1.9	B = -36.0	C = 4.8	D = 2.6	E = 2.1	F = -5.9	G = -32.5	H = 10.1	I = 3.2	J = 4.5

COc1ccc(CNC(=O)CNC(c2ccccc2)c2ccccc2)cc1OC
  A = 0.1	B = -1.2	C = 1.3	D = 1.8	E = 0.8	F = -1.3	G = -9.2	H = 4.8	I = -4.6	J = -3.6

COc1ccc(N2CCN(C(CNC(=O)C(C)(C)C)c3cccnc3)CC2)cc1 (configuration not stated)
  A = 0.5	B = 22.1	C = 0.6	D = -4.0	E = -24.8	F = -0.3	G = -4.0	H = -8.9	I = -1.8	J = 2.9

Cn1nnc(NC(=O)C(c2ccccc2)c2ccccc2)n1
  A = 0.1	B = -6.3	C = -2.6	D = 0.6	E = -6.5	F = 2.0	G = 11.8	H = 7.8	I = ·	J = 2.8

COC(=O)/C(=N\Nc1ccccc1)Sc1nnc(-c2ccc(OC)cc2)n1C
  A = -2.0	B = 0.3	C = -0.1	D = -2.9	E = -2.5	F = -4.5	G = 0.4	H = -0.1	I = -1.8	J = 0.2

CCCN1CCN(C(=O)C2CCN(c3nnc(C)c4c(C)n(-c5ccc(C)cc5)nc34)CC2)CC1
  A = -14.2	B = 7.0	C = -4.0	D = -34.3	E = -20.3	F = 1.7	G = 20.4	H = -0.7	I = ·	J = 1.0

Cc1cccc(N2CC(C(=O)Nc3cccc(S(=O)(=O)N4CCCCC4)c3)CC2=O)c1C (configuration not stated)
  A = -0.2	B = 21.8	C = -0.4	D = 1.7	E = -1.0	F = -7.1	G = 1.7	H = -8.9	I = -5.4	J = -0.1

COc1cc(CCC(=O)Nc2cccc(C(F)(F)F)c2)cc(OC)c1OC
  A = 0.4	B = -4.9	C = -1.6	D = -7.5	E = -7.1	F = -1.9	G = 7.8	H = -0.5	I = -2.8	J = 1.4

Nc1n[nH]c(C(F)(F)F)c1-c1ccccc1
  A = -2.7	B = 13.7	C = 0.9	D = -4.8	E = -8.5	F = -2.8	G = -6.5	H = -5.0	I = -2.2	J = -1.2

COc1cccc(-c2ncc3ccccc3c2COC(=O)c2cccc(Br)c2)c1
  A = -0.9	B = -3.1	C = -1.2	D = -5.8	E = -7.9	F = 12.7	G = 6.6	H = 3.6	I = -0.9	J = 0.5

COc1cc(C(=O)NC(=S)N2CCN(C)CC2)cc(OC)c1OC
  A = -2.3	B = 12.8	C = 0.2	D = -2.4	E = -5.6	F = -2.1	G = -0.8	H = -3.6	I = ·	J = -2.7

Brc1ccc(-c2csc(N3CCc4ccccc4C3)n2)cc1
  A = 1.6	B = -12.2	C = -0.7	D = -0.4	E = 1.3	F = 1.6	G = 4.1	H = 0.7	I = -1.3	J = 1.5

O=C(Nc1c[nH]c(=O)[nH]c1=O)c1cccc([N+](=O)[O-])c1
  A = 1.5	B = -2.1	C = 0.3	D = 6.9	E = -10.2	F = -5.6	G = -1.3	H = 4.9	I = ·	J = 4.8

Cc1nnc2c(SC(C)C)nc3ccccc3n12
  A = 0.2	B = 19.2	C = -4.1	D = -2.3	E = -9.1	F = 6.4	G = 19.4	H = -5.2	I = -2.7	J = -3.6

Cc1ccc(OCc2nnc(SCc3cc(=O)[nH]c4ccccc34)n2-c2ccccc2)cc1
  A = 0.0	B = 7.6	C = 0.4	D = 3.6	E = 4.4	F = -3.8	G = -2.0	H = -3.0	I = ·	J = -0.1

Cc1nc(SCC(=O)c2ccc(F)c(F)c2)[nH]c(=O)c1Oc1ccc(F)cc1
  A = 0.2	B = -6.4	C = -2.3	D = -0.4	E = -1.7	F = -1.8	G = 12.2	H = 4.8	I = 2.0	J = -5.1

CC(=O)N1CCCC(N2CCN(c3cccc(C(F)(F)F)c3)CC2)C1 (configuration not stated)
  A = 1.5	B = -8.3	C = -1.7	D = 0.8	E = -0.1	F = 0.9	G = 7.8	H = 2.3	I = -0.1	J = -0.9

Clc1cccc(NCc2ccccc2)n1
  A = 1.7	B = -6.5	C = 0.3	D = -4.8	E = -14.3	F = 6.7	G = -1.7	H = 4.0	I = ·	J = 2.9

CC(Sc1nnnn1-c1ccc(Cl)cc1)C(=O)NCC(=O)Nc1ccc(F)c(F)c1F (configuration not stated)
  A = 0.4	B = -4.5	C = -0.9	D = 2.8	E = 6.2	F = -0.7	G = 5.4	H = 1.7	I = -5.9	J = -3.1

CC(C)N(c1ccccc1)c1ccc(NC(=O)C2CCCO2)cc1 (configuration not stated)
  A = -0.6	B = 2.4	C = -1.4	D = 1.8	E = 7.7	F = -8.4	G = 8.6	H = -2.0	I = -8.9	J = 2.9

CN=CC1=C(O)CC(C)(C)CC1=O
  A = -0.4	B = 5.8	C = -2.3	D = -6.0	E = -9.3	F = -0.1	G = 10.3	H = 0.5	I = 1.6	J = 7.5

O=C1NCCSC1c1ccccc1 (configuration not stated)
  A = -0.7	B = -4.9	C = -1.6	D = -4.2	E = -6.5	F = 2.0	G = 7.9	H = 6.2	I = -5.7	J = -0.2

COc1cc2[nH]c(=O)n(CCCCCC(=O)NCCCN3CCCC3=O)c(=O)c2cc1OC
  A = -2.4	B = 7.4	C = -1.8	D = 2.1	E = -4.1	F = 0.9	G = 9.7	H = -2.9	I = -5.0	J = 5.3

Cc1ccc(-n2c(CNc3ccc(F)cc3)nnc2SCC(=O)N2CCOCC2)cc1
  A = -2.0	B = -1.4	C = -2.3	D = -5.1	E = -11.1	F = 4.4	G = 9.6	H = 3.1	I = 0.2	J = 3.8

Reprinted at random: 5 records from the list
Short forms – A = C-LANA FP; B = HTR5A inv ctr; C = MOR-DOR ag; D = Keap1-Nrf2 PPI; E = Cardiac RTF inh; F = cardiac RTF act; G = MOR-DOR inv ag; H = HTR5A ag ctr; I = CAL-PDZ inh HTS; J = V-ATPase pHluor
Nc1n[nH]c(C(F)(F)F)c1-c1ccccc1
  A = -2.7	B = 13.7	C = 0.9	D = -4.8	E = -8.5	F = -2.8	G = -6.5	H = -5.0	I = -2.2	J = -1.2

COc1cc(C(=O)NC(=S)N2CCN(C)CC2)cc(OC)c1OC
  A = -2.3	B = 12.8	C = 0.2	D = -2.4	E = -5.6	F = -2.1	G = -0.8	H = -3.6	I = ·	J = -2.7

Cc1ccc(OCc2nnc(SCc3cc(=O)[nH]c4ccccc34)n2-c2ccccc2)cc1
  A = 0.0	B = 7.6	C = 0.4	D = 3.6	E = 4.4	F = -3.8	G = -2.0	H = -3.0	I = ·	J = -0.1

COc1cccc(-c2ncc3ccccc3c2COC(=O)c2cccc(Br)c2)c1
  A = -0.9	B = -3.1	C = -1.2	D = -5.8	E = -7.9	F = 12.7	G = 6.6	H = 3.6	I = -0.9	J = 0.5

Cc1ccc(-n2c(CNc3ccc(F)cc3)nnc2SCC(=O)N2CCOCC2)cc1
  A = -2.0	B = -1.4	C = -2.3	D = -5.1	E = -11.1	F = 4.4	G = 9.6	H = 3.1	I = 0.2	J = 3.8
